Compound activity: PubChem, Sanford-Burnham Center for Chemical Genomics
CXCR6 inh: blocks human CXCR6 beta-arrestin recruitment; inhibition, % at 20 µM; AID 602244; hit rate 0.36% among 360,000; CHO-K1 PathHunter CXCR6 beta-arrestin, luminescence; O00574; in the data active = inhibition above about 34%, passing the limit was not always enough;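 note: antagonist mode with CXCL16 agonist at 10 nM final; 0% = 10 nM CXCL16 with DMSO and 100% = unstimulated wells without agonist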
Target sequence (O00574 whole entry, looked up): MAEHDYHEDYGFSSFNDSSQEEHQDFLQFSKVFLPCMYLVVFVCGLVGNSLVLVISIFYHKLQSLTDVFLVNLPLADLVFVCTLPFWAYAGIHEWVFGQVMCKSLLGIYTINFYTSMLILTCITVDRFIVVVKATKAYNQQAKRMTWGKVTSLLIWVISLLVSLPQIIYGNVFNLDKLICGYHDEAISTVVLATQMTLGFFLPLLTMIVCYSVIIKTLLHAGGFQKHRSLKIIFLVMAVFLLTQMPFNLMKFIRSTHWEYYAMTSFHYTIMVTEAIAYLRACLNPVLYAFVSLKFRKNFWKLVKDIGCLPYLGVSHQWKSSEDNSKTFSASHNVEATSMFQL
EBI2 block: blocks human EBI2 receptor beta-arrestin signaling; P32249; EBI2 beta-arrestin recruitment, luminescence, 7a,25-OHC stimulated; AID 651636; inhibition, % at 5 µM; hit rate 0.81% among 360,000; in the data active = inhibition above about 38%;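 note: enzyme fragment complementation signal reports receptor beta-arrestin coupling in cells; 0% = agonist plus DMSO wells and 100% = wells without agonist; some results beyond the cut were filed as inactive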
Target sequence (P32249 whole entry, looked up, the tested form may be a part): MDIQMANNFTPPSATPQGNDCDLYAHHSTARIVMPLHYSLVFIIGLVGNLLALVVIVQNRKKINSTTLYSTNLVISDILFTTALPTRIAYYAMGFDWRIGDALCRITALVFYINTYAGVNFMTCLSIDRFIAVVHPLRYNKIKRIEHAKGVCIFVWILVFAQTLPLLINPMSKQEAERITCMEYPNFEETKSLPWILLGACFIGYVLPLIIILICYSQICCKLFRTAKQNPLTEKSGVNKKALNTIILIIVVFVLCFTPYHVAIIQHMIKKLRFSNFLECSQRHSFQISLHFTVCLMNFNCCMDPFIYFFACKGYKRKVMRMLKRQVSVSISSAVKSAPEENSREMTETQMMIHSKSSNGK
The depositor's hits bear a star.

SMILES	CXCR6 inh	EBI2 block
CCOC(=O)C1(C)CCCN(C(=O)c2cc(C#N)cs2)C1 (configuration not stated)	8	-6
O=C1CN(C(=O)CN2CCN(S(=O)(=O)c3ccccc3)CC2)c2ccccc2N1	-1	-11
CCc1nc2ccc(C(=O)N(CC)CCN(C)C)cn2c1N(CC)CCOC	-3	-12
CCCc1nc2cc(C)c(Br)c(C)n2c1Cc1ccsc1	-3	-1
O=C(Nc1ccn(C2CCC(CO)O2)c(=O)n1)c1ccccc1 (configuration not stated)	-2	4
CC1(C)CC(=O)C=C(c2ccc(-c3cccc(C(N)=O)c3)cc2)C1=O	-6	-1
CCCCC[C@H](C)N1C[C@H](COCc2ccccc2)Oc2cc(N3CC[C@H](N(C)C)C3)ccc2S1(=O)=O	10	0
CCCc1nn2c(-c3ccccc3)nnc2o1	-2	-2
CC(=O)Nc1cncc(-c2ccccc2C(C)=O)n1	0	-5
O=C(NCc1ccccc1)c1cc(C2COCCN2C(=O)c2ccc(Cl)cc2)on1 (configuration not stated)	1	-2
COc1ccc(CCN2C(=O)CCC2(C)c2nnnn2-c2c(C)cccc2C)cc1OC (configuration not stated)	3	2
COc1cccc(Cn2c3ccc(NC(=O)Cc4ccccc4C)cc3c(=O)n2C)c1	-2	1
CCCCNC(=O)c1nc(C2CCN(S(=O)(=O)c3ccccc3C(F)(F)F)CC2)oc1-c1cccc(C(F)(F)F)c1	0	15
N#Cc1ncn(C2OC(CO)C(O)C2O)c1N (configuration not stated)	-8	0
CCC1Oc2ccccc2N(CC(=O)N2CC(C)CC(C)C2)C1=O (configuration not stated)	-3	-2
O=C(Nc1nnc([C@@H]2C[C@H](O)[C@@H](CO)O2)s1)Nc1ccc(F)cc1F	6	-12
Nc1ccc(CC(N)c2csc(Nc3nncc4ccccc34)n2)cc1 (configuration not stated)	6	-7
CN(C)c1cccc(Nc2ccc(-c3ccc(OC(F)(F)F)cc3)cn2)c1	-4	6
CCOc1ccc(NC(=O)CN2CCN(c3ccc(F)cc3)CC2)cc1S(=O)(=O)N1CCCC1	5	5
COCCNC(=O)C1(C)CCCN(C(=O)c2ccco2)C1 (configuration not stated)	6	-8
O=C(Nc1nnc([C@H]2C[C@H](O)[C@@H](CO)O2)s1)c1cccc(OC(F)(F)F)c1	7	-3
CC(C)CNC(=O)C1(C)CCCN1C(=O)c1cc2ccccc2s1 (configuration not stated)	-1	2
CCCCn1nnnc1C1(C)CCC(=O)N1CCCN1CCOCC1 (configuration not stated)	6	-7
Cc1noc(C)c1-c1ccc(C(=O)NCc2ccncc2)c2occc12	-6	-23
CC(C)(O)C#Cc1cccc(-c2nc(C(=O)NCCCN3CCOCC3)cc3c2[C@H](CCO)N(S(=O)C(C)(C)C)C3)c1 (some centres not stated)	1	-9
O=c1cc(CN2CCN(c3ccc(Cl)c(Cl)c3)CC2)c2c(ccc3ccccc32)o1	-6	-1
C[C@H](CO)N1C[C@H](C)[C@@H](CN(C)C(=O)c2ccc(F)cc2)Oc2cc(Br)ccc2S1(=O)=O	-5	6
CCc1nc2ccc(C(=O)Nc3ccc4c(c3)OCC(=O)N4)cn2c1N(CC)CCOC	-5	2
Cn1c(-c2ccccc2)c(Sc2ccccc2)c2cc(-c3ccc4cc[nH]c4c3)ccc21	-2	2
CN1OC[C@@H]2CN(S(=O)(=O)c3ccccc3)[C@H](c3ccc(N4CCCCC4)cc3)C[C@@H]21	-4	-5
CCOC(=O)[C@]12CCC=C1N(Cc1ccc3c(c1)OCO3)C(=O)[C@H](CC(=O)N1CCN(C(=O)c3ccco3)CC1)C2	-1	1
c1ccc(-c2cc3nc(NCc4ccc5c(c4)OCO5)ccn3n2)cc1	-3	-2
CC(C)Oc1ccc(S(=O)(=O)N2CCCCC2)cc1NC(=O)C1=NN(c2ccccc2)C(=O)CC1	7	22
O=C(CN1C(=O)CSc2ccc(S(=O)(=O)N3CCOCC3)cc21)NCCc1ccccc1	1	-7
Clc1ccc(-c2cc3nc(NCc4cccc(Cl)c4)ccn3n2)cc1	-13	27
O=C(Nc1nnc([C@H]2C[C@H](O)[C@@H](CO)O2)s1)c1ccccc1F	-4	2
C[C@H](CO)N1C[C@H](C)[C@@H](CN(C)C(=O)c2ccc(N3CCN(C)CC3)cc2)OCc2cnnn2CCCC1=O	-1	-5
Cc1ccc(S(=O)(=O)N2C[C@H]3C(=O)C[C@@H](c4ccccc4)N(S(=O)(=O)c4cccc(C)c4)[C@H]3C[C@H]2c2ccccc2)cc1	-2	6
CCNC(=O)C1(C)CCCN(Cc2noc(-c3c(C)noc3C)n2)C1 (configuration not stated)	1	-6
CC(C)Nc1nc(NCCOc2ccccc2Cl)c2sccc2n1	-9	8
COc1cccc(CNC(=O)[C@@H]2CCCN2C(=O)[C@H]2CCCCN2C(=O)c2cccs2)c1	-3	-12
CCCS(=O)(=O)NC(=O)C1(C)CCN(C(=O)COc2ccccc2)C1 (configuration not stated)	-6	-1
CNC(=O)C1(C)Cc2c(-c3ccc4c(c3)OCO4)ccnc2O1 (configuration not stated)	-4	4
Cc1ccc(C=Cc2ccccn2)cc1	10	21
CC(=O)c1ccc(S(=O)(=O)NCCOc2ccccc2)cc1	2	-7
CC(C)N(C)c1ncnc2c1ncn2[C@H]1CN(Cc2cccnc2)C[C@@H](CO)O1	-4	-4
COc1cc(C(=O)NCC(c2cccs2)N2CCOCC2)ccc1OCc1ccc(Cl)cc1 (configuration not stated)	2	9
Cc1cc(C)c2nc(-c3ccccc3)ccc2c1	-7	5
CCOc1ccccc1NCN1C(=O)c2ccccc2C1=O	0	-2
CCCCNC(=O)C[C@@H]1C[C@@]2(C(=O)OCC)CCC=C2N(Cc2ccc3c(c2)OCO3)C1=O	1	1
CN1CCN(C2CN(C3CCCC3)S(=O)(=O)C2)CC1 (configuration not stated)	2	-7
Cc1c(-c2ccccc2)n(O)c(-c2ccc(N(C)C)cc2)[n+]1[O-]	6	-8
CC1(C(=O)NS(=O)(=O)c2cccs2)CCN1C(=O)CC1CCCC1 (configuration not stated)	3	-1
CC(NS(=O)(=O)c1ccc2[nH]c(=O)[nH]c2c1)c1ccc(F)cc1 (configuration not stated)	0	8
CCCS(=O)(=O)NC(=O)C1(C)CCN(C(=O)c2ccc(OC(F)F)cc2)C1 (configuration not stated)	-5	-9
Cc1nc2c(OCc3cc(Cl)cc(Cl)c3)cccn2c1N(C)C(=O)CCC1CCCC1	18	22
CC(C)c1ccc(C2OC(CCc3ccccc3)Cc3[nH]c(=S)[nH]c(=O)c32)cc1 (configuration not stated)	-2	5
C[C@@H]1CN([C@H](C)CO)C(=O)c2c(c3ccccc3n2C)-c2ccccc2CO[C@H]1CN(C)Cc1ccc(Oc2ccccc2)cc1	3	7
CCOC(=O)C[C@@H](C#N)NC(=O)[C@@H]1CCCN1C(=O)[C@@H](NC(=O)c1ccc(N)c(Cl)c1)C(C)(C)C	-3	-11
Nc1ccc(S(=O)(=O)c2ccc(N3CCOCC3)c(N)c2)cc1	-3	4

Later entries.
SMILES	CXCR6 inh	EBI2 block
CC(C)CC1C(=O)N(Cc2cn(CCC3OCCO3)nn2)CCS(=O)(=O)N1Cc1ccc(-c2ccc(Cl)c(Cl)c2)cc1 (configuration not stated)	-4	16
CC1(Oc2ccc(-n3ccnc3)cc2)CCN(Cc2cccn2-c2nccs2)C1 (configuration not stated)	12	-2
CCOC(=O)[C@]12CCCC=C1N(Cc1ccco1)C(=O)[C@H](CC(=O)N1CCN(C(=O)c3ccco3)CC1)C2	-6	-11
CCOC(=O)C1=C[C@@H](C)N(S(=O)(=O)c2ccc(C)cc2)[C@H]1c1ccccc1	7	-5
Cc1cccc2c(=O)n(C(=O)c3ccccc3)c(N)nc12	-2	-5
C[C@H](CO)N1C[C@H](C)[C@@H](CN(C)S(=O)(=O)c2ccccc2C#N)OCc2cnnn2CCCC1=O	-1	-7
COc1ccc(C(NC(=O)C2CCN(CCCOc3ccccc3)CC2)c2ccccn2)cc1 (configuration not stated)	11	3
COc1cccc(C(O)c2ncc(-c3ccc4ccccc4c3)[nH]2)c1 (configuration not stated)	-2	1
CCOc1ccc(CCN2C(=O)C(=O)N([C@@H](CC(C)C)CN3CCC[C@H]3CN3C(=O)C(=O)NC[C@@H]3Cc3ccccc3)C[C@@H]2Cc2ccc(O)cc2)cc1	9	-2
O=C(c1ccccc1)c1ccsc1C(=O)c1ccccc1	-4	14
CC(C)C[C@H]1CNC(=S)N1C[C@H]1CCCN1C[C@H](Cc1ccccc1)N1C[C@H](Cc2ccc(O)cc2)N(CCc2ccccc2)C1=S	7	8
COc1ccc(C2=Nc3ccccc3NC(=O)C2N(C(=O)c2ccnc3ccccc23)c2ccccc2)cc1 (configuration not stated)	18	2

Some of the entries above in another layout.
molecule: CCOC(=O)[C@]12CCCC=C1N(Cc1ccco1)C(=O)[C@H](CC(=O)N1CCN(C(=O)c3ccco3)CC1)C2
  CXCR6 inh: -6 | EBI2 block: -11

molecule: CCOC(=O)C1=C[C@@H](C)N(S(=O)(=O)c2ccc(C)cc2)[C@H]1c1ccccc1
  CXCR6 inh: 7 | EBI2 block: -5

molecule: Cc1cccc2c(=O)n(C(=O)c3ccccc3)c(N)nc12
  CXCR6 inh: -2 | EBI2 block: -5

More structures follow:
SMILES	CXCR6 inh	EBI2 block
COc1ccc(CN2C(=O)C(C)Nc3ncnc(N4CCc5ccccc5C4)c32)cc1 (configuration not stated)	15	7
CC(C)NC(=O)OC1CC2CC1[C@H]1CCCCN1C2=O (some centres not stated)	2	-2
Nc1ccccc1-c1nc2ccncc2[nH]1	1	-2
COc1cc(CN2C[C@@H](CO)O[C@@H](n3cnc4c(NC5CC5)ncnc43)C2)cc(OC)c1OC	-1	-7
CN(C(=O)C1Cc2c(-c3ccccc3Oc3ccccc3)ccnc2O1)c1ccccc1 (configuration not stated)	11	3
C[C@@H](O)CNC(=O)c1[nH]cnc1C(=O)N[C@H](C)c1ccccc1	-11	-4
CCC(=O)N1CCCC(C(=O)NCc2ccc(C(C)C)cc2)CC1 (configuration not stated)	-11	-8
O=S1(=O)CC(N2CCN(CCO)CC2)CN1C1CCCC1 (configuration not stated)	0	-7
COc1ccc(NC(=O)C[C@H]2C(=O)N(c3ccccc3)C[C@@H]2Cc2ccccc2)cc1	3	12
CCN(CC)C(=O)C1=C(C)N(Cc2ccccc2)C(=O)C(CC(=O)NCC2CCCCC2)C1 (configuration not stated)	3	-2
CCOc1ccc(OCC(=O)NCCS(=O)(=O)N2CCN(c3ccccc3)CC2)cc1	-3	13
CC(=O)Nc1cc(-c2ccc(N3CCN(C)CC3)cc2)cn2c(-c3cccc(C(=O)N(C)C)c3)cnc12	-7	12
CCNC(=O)C1(C)CCN(Cc2ccc(C(F)(F)F)cc2)C1 (configuration not stated)	6	-6
CCCCn1nnnc1C(c1cc2ccccc2o1)N1CCCCC1 (configuration not stated)	2	19
CN(C)c1ccc(-c2ccnc3c2CC(C)(C(=O)Nc2cccc(N(C)C)c2)O3)cc1 (configuration not stated)	-6	-10
O=C1c2ccccc2C(c2nc3ccccc3[nH]2)N1c1ccccc1 (configuration not stated)	2	-5
C/C=C/c1cnc2c(c1)C(=O)N([C@@H](C)CO)C[C@H](C)[C@@H](CN(C)S(=O)(=O)c1ccc(C)cc1)O2	5	-5
CCOC(=O)[C@]12CCCC=C1N(Cc1ccco1)C(=O)[C@H](CC(=O)N1CCOCC1)C2	-2	-11
COc1ccccc1NC(=O)N(C)C[C@@H]1Oc2ncc(Br)cc2C(=O)N([C@H](C)CO)C[C@@H]1C	10	-8
Cc1cccc(C)c1NC(=O)C(C)NCc1cccs1 (configuration not stated)	2	-4
CC(=O)CC1c2cc(F)ccc2C=C(c2ccsc2)N1c1ccc(C#CC2(O)CCCCC2)cc1 (configuration not stated)	-9	9
Cc1ccc(Cc2c(C3CCCCC3)nc3ccc(Br)cn23)cc1	4	12
O=C(COC(=O)c1ccc(O)cc1)NC1CCCCCCC1	-4	-4
Cc1ccsc1C(=O)N1CCC1(C)C(=O)NCC(C)(C)C (configuration not stated)	3	-5
Cc1cc(OCC(=O)Nc2c(C(C)C)cccc2C(C)C)no1	1	-1
COc1ccc(C(=O)Nc2ccccc2C(=O)Nc2ccccc2)cc1	0	-12
CC(=O)Nc1cc(-c2cccnc2)cn2c(-c3ccc(F)cc3)cnc12	-11	1

Molecules from the list above with an aryl methoxy group, in the order listed:
SMILES	CXCR6 inh	EBI2 block
COc1ccc(CCN2C(=O)CCC2(C)c2nnnn2-c2c(C)cccc2C)cc1OC (configuration not stated)	3	2
COc1cccc(Cn2c3ccc(NC(=O)Cc4ccccc4C)cc3c(=O)n2C)c1	-2	1
COc1cccc(CNC(=O)[C@@H]2CCCN2C(=O)[C@H]2CCCCN2C(=O)c2cccs2)c1	-3	-12
COc1cc(C(=O)NCC(c2cccs2)N2CCOCC2)ccc1OCc1ccc(Cl)cc1 (configuration not stated)	2	9
COc1ccc(C(NC(=O)C2CCN(CCCOc3ccccc3)CC2)c2ccccn2)cc1 (configuration not stated)	11	3
COc1cccc(C(O)c2ncc(-c3ccc4ccccc4c3)[nH]2)c1 (configuration not stated)	-2	1
COc1ccc(C2=Nc3ccccc3NC(=O)C2N(C(=O)c2ccnc3ccccc23)c2ccccc2)cc1 (configuration not stated)	18	2
COc1ccc(CN2C(=O)C(C)Nc3ncnc(N4CCc5ccccc5C4)c32)cc1 (configuration not stated)	15	7
COc1cc(CN2C[C@@H](CO)O[C@@H](n3cnc4c(NC5CC5)ncnc43)C2)cc(OC)c1OC	-1	-7
COc1ccc(NC(=O)C[C@H]2C(=O)N(c3ccccc3)C[C@@H]2Cc2ccccc2)cc1	3	12
COc1ccccc1NC(=O)N(C)C[C@@H]1Oc2ncc(Br)cc2C(=O)N([C@H](C)CO)C[C@@H]1C	10	-8
COc1ccc(C(=O)Nc2ccccc2C(=O)Nc2ccccc2)cc1	0	-12

These rows are one share of the data (hit frequency here may not be typical).
